sEH act: activators of human soluble epoxide hydrolase; P34913; purified human sEH enzymatic activity, activator screen; activation, % at 2 µM; 91,000 tested, 0.04% active; AID 717; in the data active = activation above about 37%; also: values of inactives mirror those of a sister screen read the other way
S1P2 ag: S1P2 (human) receptor agonism; activation, % at 4.5 µM; 97,000 tested, 0.46% active; S1P2-expressing cell line, agonist reporter read-out; O95136; AID 729; in the data active = activation above about 16%;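 also: 0% = vehicle low control and 100% = maximal reference agonist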
Target sequence (O95136 whole entry, looked up): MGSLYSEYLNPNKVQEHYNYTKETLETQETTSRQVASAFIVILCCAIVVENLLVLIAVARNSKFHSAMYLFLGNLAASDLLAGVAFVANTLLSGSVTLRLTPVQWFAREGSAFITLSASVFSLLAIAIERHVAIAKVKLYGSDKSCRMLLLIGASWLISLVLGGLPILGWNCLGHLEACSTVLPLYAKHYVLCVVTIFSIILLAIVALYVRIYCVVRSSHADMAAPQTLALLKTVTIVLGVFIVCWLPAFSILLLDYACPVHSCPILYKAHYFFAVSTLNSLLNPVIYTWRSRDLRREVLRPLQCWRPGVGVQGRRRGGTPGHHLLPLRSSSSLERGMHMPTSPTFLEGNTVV
hDAT+cocaine: changed human dopamine transporter uptake under cocaine IC80 | 110,000 tested, 1.3% active | AID 449768 | LLC-PK1 hDAT cells, [14C]-dopamine uptake with cocaine IC80; actives deviate in either direction | Q01959 | B-score at 10 µM;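 active = Z score or B-score, a plate-position-corrected score, falls beyond the plate's 99.7% confidence bounds, in either direction; inactive = both scores lie inside the 99.7% bounds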;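 also: scored against the spread of the other compound wells on the same plate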
Target sequence (Q01959 whole entry, looked up): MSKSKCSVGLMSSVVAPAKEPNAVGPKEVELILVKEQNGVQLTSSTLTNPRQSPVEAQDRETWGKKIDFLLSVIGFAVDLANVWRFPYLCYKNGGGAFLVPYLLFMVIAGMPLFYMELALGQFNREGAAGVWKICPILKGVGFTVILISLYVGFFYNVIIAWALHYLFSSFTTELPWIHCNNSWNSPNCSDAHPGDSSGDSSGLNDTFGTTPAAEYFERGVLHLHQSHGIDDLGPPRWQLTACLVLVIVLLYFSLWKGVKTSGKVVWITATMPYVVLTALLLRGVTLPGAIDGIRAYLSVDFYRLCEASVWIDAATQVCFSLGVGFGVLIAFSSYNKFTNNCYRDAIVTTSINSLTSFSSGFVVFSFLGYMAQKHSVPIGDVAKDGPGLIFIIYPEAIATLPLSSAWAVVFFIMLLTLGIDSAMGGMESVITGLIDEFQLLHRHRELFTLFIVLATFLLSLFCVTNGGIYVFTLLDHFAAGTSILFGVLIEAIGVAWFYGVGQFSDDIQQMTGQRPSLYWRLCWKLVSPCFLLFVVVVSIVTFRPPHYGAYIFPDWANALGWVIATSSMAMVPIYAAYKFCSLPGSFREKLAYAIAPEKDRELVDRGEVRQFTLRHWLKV
CYP2C19 inhib: inhibitors of human CYP2C19. CYP2C19 Supersomes, luciferin-H EGE luminescence, 30 min. P33261. inhibition, % at 5 µM. AID 778. 96,000 tested, 21% active;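 active = CYP2C19 inhibition above a set limit at 5 µM in the primary screen, cut at about 50% in these data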;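 also: plate controls were negative control wells for no effect and 2.5 mM tranylcypromine positive control for full effect; values of inactives mirror those of a sister screen read the other way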
PostGolgi yeast: growth inhibition of a yeast mutant, post-Golgi transport screen. AID 739. 98,000 tested, 0.9% active. post-Golgi transport phenotypic cell assay. inhibition, % at 10 µM;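 also: yeast cells grown in 1536-well plates; yeast grown about 18 h at 30C before absorbance read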
sEH inhibitor: soluble epoxide hydrolase (human) inhibition; AID 707; inhibition, % at 2 µM; P34913; 91,000 tested, 0.34% active; recombinant human sEH enzymatic activity assay; in the data active = inhibition above about 80%; also: values of inactives mirror those of a sister screen read the other way; many of its hits are not listed in these tables
PostGolgi ctrl: growth of the yeast control strain, post-Golgi counter-screen; efflux-deficient yeast background strain, growth absorbance A615, 16 h; inhibition, % at 10 µM; 98,000 tested, 5% active; AID 738
S1P2 blocker: S1P2 (human) receptor antagonism | AID 736 | inhibition, % at 5 µM | 97,000 tested, 0.21% active | O95136 | cell-based S1P2 antagonist assay, inhibition at 5 uM; in the data active = inhibition above about 45%;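 also: CRE beta-lactamase reporter cells expressing human S1P2 stimulated with S1P; 0% = agonist at EC80 alone and 100% = agonist plus reference antagonist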
CYP2C19 act: cytochrome P450 2C19 (human) activation; recombinant CYP2C19, luciferin-H EGE luminescence; hits give high values; 0 = fully inhibited enzyme, 1 = untreated enzyme; activation factor at 5 µM; 96,000 tested, under 10 active; P33261;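 active = activation factor of at least 2 at 5 µM in the primary screen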;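 also: 0 = wells with 2.5 mM tranylcypromine and 1 = vehicle-only wells; values of inactives mirror those of a sister screen read the other way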
The depositor's hits bear a star; · = no result given. Rule as the data show it, unless noted: active = inhibition above about 30%; inactive = the rest. The order is random (roughly 24% active in at least one column).

SMILES	sEH act	S1P2 ag	hDAT+cocaine	CYP2C19 inhib	PostGolgi yeast	sEH inhibitor	PostGolgi ctrl	S1P2 blocker	CYP2C19 act
Cc1noc(C)c1S(=O)(=O)N1CCC(C(=O)NC2CCCc3ccccc32)CC1 (centres undefined)	-53	-6	-1	-5	-6	54	9	18	1.1
Cc1cccc(OCC(O)CN2C(C)(C)CC(O)CC2(C)C)c1 (centres undefined)	-8	0	-1	-14	0	7	5	-2	1.1
COc1ccc(OC)c2sc(NC(=O)c3ccc(S(=O)(=O)N(C)C)cc3)nc12	1	-2	1.1	-2	-5	2	11	4	1
Cc1cc2nc(-c3ccc(SCC(=O)N4CCOCC4)nc3)[nH]c2cc1C	-62	-5	-0.31	13	6	61	3	28	0.9
COc1ccc(C(=O)Nc2cc3c(cc2Cl)OCCCO3)cc1	8	-4	2.6	48	-7	-8	-2	-24	0.5
COc1ccc(OC)c(S(=O)(=O)NCCO)c1	0	-1	-0.022	-8	0	0	15	4	1.1
CC(C)Cn1cnc2c(=O)oc3ccccc3c21	-4	0	-1.2	15	-10	0	-6	-7	0.9
CC1C(=O)C(C)C(c2ccco2)NC1c1ccco1 (centres undefined)	·	·	0.03	94*	2	·	-10	·	0.1
COc1ccc(CCSc2nnc(C3CCCCC3)n2N)cc1	0	0	0.38	58*	8	2	18	-24	0.4
CCn1c(=O)cc(OCC(=O)N(C)c2ccccc2F)c2ccccc21	9	-4	1.4	13	-12	-8	4	2	0.9
COc1ccccc1NC(=O)c1ccccc1SC	-2	-3	-0.87	5	0	2	-5	-13	1
Nc1cc(N)nc(SCCOc2ccccc2)n1	-1	-1	-0.55	7	0	1	9	29	0.9
O=C(CSc1nnc(Cc2cccs2)n1-c1ccccc1)Nc1ccc2c(c1)OCCO2	-14	2	2.3	85*	-1	14	24	6	0.2
O=C(O)CN1C(=O)CC(Cc2ccc(Cl)cc2)C1=O (centres undefined)	12	-8	-0.86	0	17	-10	2	2	1
CCN1CCN(C(=S)Nc2ccc(Cl)cc2)CC1	-1	-6	-0.97	19	-5	0	3	15	0.8
CCOC(=O)c1c(C)nc2sc3c(=O)n(-c4ccc(C(C)=O)cc4)nnc3c2c1-c1ccc(Cl)cc1	18	-5	0.76	0	-2	-16	3	13	1
COc1cc(C2N(c3cccc(Cl)c3)C(=O)C3CCCN32)cc(OC)c1OC (centres undefined)	25	-4	-0.7	43	2	-27	9	1	0.6
Cc1ccc(C)c(OCC(=O)Nc2ccc3c(c2)OCO3)c1C	-10	-2	0.36	6	2	13	12	-11	0.9
O=C(NCc1ccccn1)C(C(=O)c1ccc(F)cc1)n1ccccc1=O (centres undefined)	-9	-6	-0.97	-12	-2	12	1	-9	1.1
CCn1cc(C(=O)OCC(=O)NCc2ccc3c(c2)OCO3)c(=O)c2ccc(C)nc21	9	-2	1.4	22	-2	-7	-10	-5	0.8
O=C(Nc1ccc(S(=O)(=O)NC2CCCC2)cc1)c1cnccn1	-8	-6	-0.64	28	6	9	-1	-16	0.7
Nc1cc(N)nc(SCC(=O)N2CCc3ccccc32)n1	-7	-1	-0.37	13	-3	8	3	-3	0.9
CC(C)(C)NC(=O)C(c1ccc(F)cc1)N(Cc1ccco1)C(=O)c1csnn1 (centres undefined)	4	-1	-0.99	2	6	-5	1	-17	1
COc1cccc(CN2C(=O)C3CCCN3c3ccc(S(=O)(=O)N4CCOCC4)cc32)c1 (centres undefined)	-1	-3	1	27	8	2	2	10	0.7
COc1cccc(-c2cnc(NCc3cc(Cl)ccc3O)n2C)c1	6	-1	1.8	99*	-7	-6	71*	14	0

Later entries.
SMILES	sEH act	S1P2 ag	hDAT+cocaine	CYP2C19 inhib	PostGolgi yeast	sEH inhibitor	PostGolgi ctrl	S1P2 blocker	CYP2C19 act
Clc1ccc(-c2cc3ccccc3[nH]2)cc1	-5	-4	1.5	29	-5	8	14	22	0.7
Cc1ccc(-c2cnc(NC(=O)c3cccc(Br)c3)s2)c(C)c1	10	-1	0.99	-3	-8	-7	-2	5	1
CC(C)(C)c1ccc(-c2nc3c(C#N)c(-c4ccc5c(c4)OCO5)ccn3n2)cc1	·	-3	-0.0036	-3	8	·	3	13	1
Cc1ccc2cc(C(c3nnnn3CC3CCCO3)N3CCCC4(CCCCC4)C3)c(=O)[nH]c2c1 (centres undefined)	1	-1	·	·	·	-3	·	-3	·
Cc1ccc(NC(=O)CN(C)C(=O)CSc2nc3ccccc3c(=O)n2Cc2ccco2)cc1	-2	-6	0.46	31	5	3	9	8	0.7
O=c1c2ccccc2nnn1CSc1ncnc2ccccc12	10	-4	-0.4	0	3	-11	4	4	1
COc1ccccc1CNCc1cccs1	0	1	-1.1	32	8	1	3	17	0.7
O=C(Nc1cccc(OCC(=O)N2CCOCC2)c1)C1CCCCC1	-12	-3	-0.57	-10	4	8	-1	16	1.1
Cc1c(NC(=O)CSc2nccn2C)c(=O)n(-c2ccccc2)n1C	-3	-4	-0.85	-6	-4	5	6	0	1.1
CC(C)(C)OC(=O)NCCc1nnc(S(=O)(=O)Cc2ccc(Cl)cc2Cl)o1	0	-6	-2.3	77*	8	2	13	34	0.2
COc1cc(/C=C/C(=O)Nc2cc(C(F)(F)F)ccc2Cl)cc(OC)c1OC	11	-1	1.8	31	-12	-13	13	-13	0.7
Cc1cc(NCCCn2ccnc2)n2c(nc3ccccc32)c1C#N	-5	1	-0.018	77*	7	1	5	12	0.2
Cc1ccc(SC(C)C(=O)N2CCCC2)cc1 (centres undefined)	-3	-2	0.021	76*	1	3	14	-8	0.2
COc1ccccc1C(=O)NCCC(=O)N1CC(=O)Nc2ccccc21	-2	-4	·	-17	0	6	-6	15	1.2
COc1ccc(N2CCN(c3ncnc4c3nnn4Cc3ccccc3Cl)CC2)cc1	1	-6	-0.14	·	·	-1	·	4	·
Cc1sc(N)nc1-c1cccs1	-1	-1	0.75	·	·	0	·	-17	·
COC(=O)c1ccc(NC(=O)c2ccccc2N(C)S(C)(=O)=O)cc1	1	1	-2.7*	62*	-4	3	-1	4	0.4
COc1cccc(-n2c(Cc3cc(=O)[nH]c(=O)[nH]3)nnc2SCC(=O)N2CCCCCC2)c1	26	-3	-0.56	-9	-8	-25	3	4	1.1
CCCC(=O)N(Cc1cc2cc(C)ccc2[nH]c1=O)c1ccccc1OC	-2	-4	1.1	5	6	2	4	11	1
O=c1cc(C(F)F)oc2c1ccc1ccccc12	·	·	0.65	34	7	·	4	·	0.7
Cc1cccc(OCc2nnc(SCC(=O)Nc3ccc(C)c(C)c3)o2)c1	-1	-1	-0.75	·	·	5	·	12	·
CCOC(=O)C1=C(O)C(=O)N(c2ccc(S(N)(=O)=O)cc2)C1c1ccc(OC)cc1OC (centres undefined)	-8	-10	0.065	-6	-6	8	-4	11	1.1
O=C(Nc1ccon1)c1cccc(Cl)c1	-6	-2	0.062	14	10	1	9	13	0.9
O=C(c1c(Cl)cccc1Cl)N1CCCCCC1	4	-15	-1.2	18	1	-6	-2	18	0.8
COC(=O)c1c(NC(=O)CN2CCOCC2)sc2c1CCC(C)C2 (centres undefined)	-6	-2	-0.23	19	-1	8	8	-31	0.8

One compound at a time, as listed above. Order of screens: sEH act | S1P2 ag | hDAT+cocaine | CYP2C19 inhib | PostGolgi yeast | sEH inhibitor | PostGolgi ctrl | S1P2 blocker | CYP2C19 act
Listed for CCOC(=O)c1c(C)nc2sc3c(=O)n(-c4ccc(C(C)=O)cc4)nnc3c2c1-c1ccc(Cl)cc1 : 18 | -5 | 0.76 | 0 | -2 | -16 | 3 | 13 | 1
Listed for CC1C(=O)C(C)C(c2ccco2)NC1c1ccco1 (centres undefined) : · | · | 0.03 | 94* | 2 | · | -10 | · | 0.1

Next part:
SMILES	sEH act	S1P2 ag	hDAT+cocaine	CYP2C19 inhib	PostGolgi yeast	sEH inhibitor	PostGolgi ctrl	S1P2 blocker	CYP2C19 act
CC(C)CNC(=O)NC(=O)COc1ncnc2sccc12	·	-3	-0.44	11	-1	·	27	11	0.9
O=C(CNS(=O)(=O)c1cccc2nonc12)NCc1ccc(F)cc1	·	·	-0.026	53*	-14	·	27	·	0.5
Cc1[nH]nc2cn[nH]c12	23	-3	-0.77	-12	3	-21	12	25	1.1
O=C(CCNc1ccc(F)c(Cl)c1)c1ccco1	1	-4	-0.14	32	-8	-2	0	-1	0.7
Cc1ccc(Nc2ncnc3nc[nH]c23)cc1Cl	-1	-3	-1.4	0	2	-1	5	27	1
CC(=O)NNc1cc(=O)c2c(=O)n(C)c(=O)n(C)c2[nH]1	-4	-1	·	-2	9	5	1	22	1
O=C(CSc1nc2ccccc2[nH]1)c1ccc2c(c1)OCO2	10	-1	0.38	92*	-21	-12	0	-14	0.1
Cc1noc(C)c1C(=O)Nc1ccccn1	-8	-2	-0.14	14	13	6	4	3	0.9
Cc1ccsc1/C=N/Nc1ncc(Cl)cc1Cl	-7	-6	0.44	39	2	7	12	-7	0.6
CC1=C(C(=O)N2CCOCC2)C(c2ccccc2F)C2=C(CCCC2=O)N1 (centres undefined)	-5	1	-0.36	10	2	6	16	1	0.9
CS(=O)(=O)N1CC(C(=O)NN)Oc2ccc(Cl)cc21 (centres undefined)	4	-3	0.5	-1	-1	-4	3	20	1
Cc1c(C(=O)NCc2ccc3c(c2)OCO3)sc2nc(-c3ccccc3)cn12	-8	-2	0.25	6	9	7	7	-11	0.9
Cc1cccc(C(=O)N(C)c2nnc(-c3ccncc3)s2)c1	2	-3	-1.4	·	·	1	·	1	·
CCOc1ccc2cc(C#N)c(SCC(=O)N3CCOCC3)nc2c1	2	-5	-0.022	6	-1	-4	1	-10	0.9
Brc1cccc(-c2nnc3sc(CN4CCC5(CC4)OCCO5)cn23)c1	4	-7	0.32	6	-1	-1	2	-13	0.9
CCC(=O)N/C(=N/c1nc(C)cc(C)n1)Nc1cccc(OC)c1	-10	-3	0.59	14	9	11	10	-19	0.9
CC1(C)Cc2nc3sc4c(=O)n(CC(=O)NCc5ccccc5)cnc4c3cc2CO1	-2	-4	-2.9*	8	-24	2	13	-9	0.9
CCOC(=O)N1CCN(c2cc(=O)n(-c3ccc(OCC)cc3)c(=O)[nH]2)CC1	-6	-3	0.55	2	-3	3	6	4	1
[N-]=[N+]=CC(=O)CC(c1ccccc1)N1C(=O)c2ccccc2C1=O (centres undefined)	2	-8	·	15	-3	2	2	8	0.8
CCC(=O)Nc1cccc(-c2nnc(SCC(=O)NCc3ccco3)n2C)c1	8	-11	·	-14	-2	-10	8	13	1.1
CCc1nnc(NC(=O)NC(C)(C)C)s1	6	-5	0.95	0	3	-3	8	1	1
CCCCP(=O)(c1ccccn1)c1ccccn1	·	0	·	6	·	·	·	18	0.9
Cc1ccc(C)c(N2CCN(C(=O)c3ccccc3Br)CC2)c1	-20	-4	1.4	·	1	18	29	-5	·
O=C(Cn1cnc2ccccc2c1=O)c1ccc2ccccc2c1	-4	1	0.53	29	6	2	-5	-28	0.7
CCOC(=O)C(/C=N/c1cc(C)nn1-c1ccccc1)=C(\C)O	-2	-2	3.8	59*	-2	2	3	-6	0.4

Continuation.
SMILES	sEH act	S1P2 ag	hDAT+cocaine	CYP2C19 inhib	PostGolgi yeast	sEH inhibitor	PostGolgi ctrl	S1P2 blocker	CYP2C19 act
CC1CCN(S(=O)(=O)c2ccc(NC(=O)CCN3C(=O)c4ccccc4C3=O)cc2)CC1	17	-3	0.42	62*	83*	-19	6	3	0.4
Cc1cc(C)c(NC(=O)CSc2nc3ccc(NC(=O)CSc4nnnn4Cc4ccccc4)cc3s2)c(C)c1	-66	-2	1.4	·	·	66	·	3	·
CCCOc1ccc(C(=O)C(CN2CCOCC2)c2ccccc2)cc1 (centres undefined)	5	-3	0.37	·	·	-5	·	8	·
COc1ccc(S(=O)(=O)N2CCC(N3CCN(c4ccccc4)CC3)CC2)cc1	-6	-6	·	15	-16	9	22	5	0.8
COC(=O)[C@H](C)NC(=O)Nc1cccc(C)c1	-4	-4	-0.03	-1	0	7	1	9	1
CCc1ccc(OCc2nnc(SCCN3CCOCC3)n2CC)cc1	-1	-5	-0.64	13	4	0	5	10	0.9

Source: PubChem BioAssay (several laboratories)
